# Compound activity (PubChem BioAssay)
# bCat nuc transl – beta-catenin nuclear translocation modulation | HeLa beta-catenin nuclear translocation, immunofluorescence imaging | nuclear translocation activity, % at 5 µM | 190,000 compounds, 0.3% hits;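 active means nuclear translocation activity above 50% at 5 µM, with a well cell count of 50 or more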;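 further: per-cell ratio of nuclear to cytoplasmic median beta-catenin stain intensity; plate controls were DMSO negative control for no effect and GSK-3 inhibitor IX positive control for full effect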
#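 Test system: HeLa cells, endogenous beta-catenin; Compound: single 5 µM dose plus 0.02–20 µM confirmation series; Times: compound exposure 24 h at 37°C; Signal: fluorescence imaging of beta-catenin antibody stain plus DAPI; Read-out: % activation, nuclear-to-cytoplasmic median beta-catenin signal ratio per cell.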
# P. falciparum M17LAP – P. falciparum M17LAP inhibitors, primary screen, biochemical, fluorogenic H-Leu-NHMec substrate, 1536-well (AID 1619). recombinant M17LAP, H-Leu-NHMec fluorogenic kinetic assay; higher % means a stronger effect. inhibition, % at 30 µM, or IC50 in µM where a hit was titrated. 220,000 compounds, 0.38% hits;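 active means compound inhibiting the enzyme by more than half at any dose during confirmatory dose-response retesting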;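 further: plate controls were full reaction with DMSO carrier for no effect and no enzyme background for full effect; strong numbers were not always called active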
# Autophagy mod – autophagy modulation, high-content screen | MEF GFP-LC3 puncta imaging; test concentration mostly 10 µM | calls only at 10 µM (by protocol) | 190,000 compounds, 0.98% hits;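 active means percentage of spot-positive cells more than 3 SD above its plate mean, without a fluorescence outlier flag or 80% toxicity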;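 further: spot-positive cell cutoff set from DMSO-treated cells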
# Yfh1-off respiration – mitochondrial function rescue without frataxin homolog – Friedreich's ataxia, plus single-dose screen, dose response (AID 1465) | S. cerevisiae Yfh1-off respiration, WST-1 reduction, 72 h; higher fold induction means a stronger effect | fold induction at 50 µM; hits with a dose series show EC50 in µM | 220,000 compounds, 0.074% hits;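 active means fold induction of absorbance versus untreated yeast above a set limit, then at least 30% activation at any dose in follow-up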;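 further: activators that raise dye reduction in frataxin-depleted yeast; strong numbers were not always called active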
# Dynein cargo inh – blocks dynein driven cargo transport along microtubules. 3617.4 mouse cells, GR-EGFP nuclear translocation imaging; test concentration mostly 20 µM; stimulated with dexamethasone, 1 µM; hits give low values. z-score, hits read low. 220,000 compounds, 0.47% hits;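 active means plate z-score of nuclear minus cytoplasmic receptor signal below a set negative limit, without overly bright fluorescence or cell loss, cut at about -3.5 in these data, passing the limit was not always enough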;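 further: z-score of nuclear minus cytoplasmic ring GR-EGFP intensity difference per well; some compounds called inactive have numbers as strong as hits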
#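 Also added: dexamethasone, 1.0 µM final. Medium: tet-free, stripped-serum medium. Detection: fixed, Hoechst-stained cells imaged at 10x for EGFP. Read-out: nuclear-to-cytoplasmic GR-EGFP distribution per well. Times: induction 48 h, compound 1 h, agonist 30 min.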
# NOD1 inhibition – NOD1 signaling inhibitors, primary screen, cell-based, luminescence, uHTS (AID 1578) | NOD1-driven NF-kB luciferase reporter cells, luminescence; higher % means a stronger effect | one-dose inhibition, % at 4 µM; EC50 in µM for titrated hits | 290,000 compounds, 1% hits; in the data active means inhibition mostly above about 36%, no sharp cut-off; inactive means mostly below about 34%;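 further: HEK-293T reporter cells stimulated with the NOD1 agonist gamma-tri-DAP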
# HEK293 NOD2/NF-kB – inhibition of NOD2-driven NF-kB reporter – cell-based, luminescence, uHTS, HEK293 (AID 1566). HEK293 NOD2/NF-kB luciferase reporter, luminescence; higher % means a stronger effect. inhibition, % at 4 µM; hits with a dose series show EC50 in µM. 290,000 compounds, 0.63% hits; in the data active means inhibition above about 50%; further: many of its hits are not listed in these tables
# MT stabilizer – microtubule stabilizers in HeLa cells | % tubulin-high responders, % at 10 µM | AID 2205 | HeLa tubulin immunostaining HCS, 24 h; share of cells brighter than vehicle mean+2SD | 200,000 compounds, 0.83% hits;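 active means plate Z-score above 3 for both tubulin-high and condensed-nucleus cell shares, with cell loss under 80%, at 10 µM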;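 further: anti alpha tubulin signal scored within the nucleus-defined area of each cell; some results filed as inactive read as strong as hits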
# Insulin prom up – MIN6 insulin promoter up-regulation | MIN6 insulin promoter-GFP reporter, high-content imaging; hits give high values | z-score at 5 µM | 190,000 compounds, 0.3% hits;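 active means z-score above 3 at 5 µM with at least 500 cells counted in the well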
# Dynein cargo inh cytoplasmic EGFP – recorded beside Dynein cargo inh, whose call it bears; z-score; measured here: cytoplasmic GR-EGFP intensity; hits give high values
# Dynein cargo inh nuclear GR-EGFP – further read-out of Dynein cargo inh, marked with its call; z-score; measured here: nuclear GR-EGFP intensity;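 lower value marks the stronger effect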
# Dynein cargo inh cell count – further read-out of Dynein cargo inh, marked with its call; z-score; measured here: cell count per field
# Insulin prom up cell count – second read-out of Insulin prom up, no call of its own (marks repeat the call); cell count; measured here: cytotoxicity, nuclei count;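 total cells summed across four imaged fields per well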
# bCat nuc transl cell count 5 µM – recorded beside bCat nuc transl, whose call it bears; cell count; measured here: cell count, cytotoxicity flag
# MT stabilizer Hoechst-high % – further read-out of MT stabilizer, marked with its call; % Hoechst-high responders; measured here: nuclear condensation Hoechst responders;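 share of cells brighter than vehicle mean plus two SD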
# MT stabilizer cytotoxicity % – recorded beside MT stabilizer, whose call it bears; toxicity, %; measured here: cytotoxicity by cell density;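 0% = mean cell density of plate MIN control wells and 100% = no cells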
# Autophagy mod cell loss 18 h – recorded beside Autophagy mod, whose call it bears; toxicity, %; measured here: cell loss, nuclei count;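 cell loss after 18 h compound exposure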
# * marks the source's active call; other numbers are inactive results; i = inactive; x = not tested or not shown.
SMILES,bCat nuc transl,bCat nuc transl cell count 5 µM,P. falciparum M17LAP,Autophagy mod,Autophagy mod cell loss 18 h,Yfh1-off respiration,Dynein cargo inh,Dynein cargo inh cytoplasmic EGFP,Dynein cargo inh nuclear GR-EGFP,Dynein cargo inh cell count,NOD1 inhibition,HEK293 NOD2/NF-kB,MT stabilizer,MT stabilizer Hoechst-high %,MT stabilizer cytotoxicity %,Insulin prom up,Insulin prom up cell count
OC(c1cccc(Cl)c1)(c1cccc(Cl)c1)C1CN2CCC1CC2 (centres undefined),-5.0,1008,x,i,8,i,0.75,0.44,1,-0.37,-33%,-7%,1.1,2.1,3.1,-0.3,1571
Cc1ccc(OCC(=O)N2CCN(C3CCC(c4ccccc4)CC3)CC2)cc1 (centres undefined),-0.4,1472,13%,i,4,i,0.15,-0.37,-0.54,0.74,-32%,-27%,2.8,2.2,8.2,-0.36,1488
CC#CP(=O)(OC)C(O)(CF)c1ccccc1 (centres undefined),0.4,578,13%,i,1,i,0.81,-0.18,1.6,-1.1,-41%,6%,2.9,1.9,3.7,0.06,1319
C[C@]12CCC(=O)C=C1CC[C@@H]1[C@@H]2CC[C@@]2(C)[C@H]1CC[C@]2(C)O,7.9,895,-3%,x,x,x,x,x,x,x,8%,4%,x,x,x,-0.43,1408
O=P(c1ccccc1)(c1ccccc1)N1CCCCC1,1.1,1116,12%,i,-14,i,-0.84,-0.2,-0.16,0.52,-6%,14%,2.9,2.8,8.5,1.1,1351
Cn1c(O)c(/C=N/c2ccccn2)c(=O)n(C)c1=O,x,x,16%,i,-6,i,2.2,-0.14,1.2,-0.51,-8%,-7%,3.5,1.4,0.7,x,x
COC(=O)c1ccccc1OP1(=O)COc2ccccc2OC1,0.1,1090,-9%,i,19,i,-1.1,-0.24,-0.7,0.97,-2%,11%,3.8,2.1,3.5,0.21,1239
Cc1ccc(S(=O)(=O)N(C)C/N=C(\N)N[N+](=O)[O-])cc1,-4.1,1129,11%,i,12,i,0.47,-0.25,-0.032,0.21,-21%,16%,1.1,2.2,3.1,-0.46,1580
CN1CCN(Cc2nnc3n2-c2ccc(Cl)cc2C(c2ccccc2)=NC3)CC1,-1.8,607,13%,i,16,i,0.49,-0.23,0.35,0.062,-7%,-1%,1.3,2.9,7.5,0.69,1294
CC(O)(CS(=O)(=O)c1cccc(C(F)(F)F)c1)C(=O)Nc1ccc(C(F)(F)F)cc1 (centres undefined),x,x,1%,i,3,i,-0.018,-0.21,-0.5,0.84,-6%,-16%,1.2,1.7,13,x,x
Cc1ccc(C)c(OCC(=O)N2CCCN(C)CC2)c1,1.1,1063,-1%,i,-7,i,-0.62,-0.3,-0.57,0.46,-33%,8%,3.1,3.0,9.5,-0.03,1539
Cc1cccc(-n2c(-c3ccco3)nc3ccccc3c2=O)c1C,3.0,922,6%,i,39,i,0.25,-0.19,0.33,-0.48,-26%,10%,3.8,1.0,1.0,0.25,1497
OC1/C(=C/c2ccc(F)cc2)N2CCC1CC2 (centres undefined),-1.2,579,2%,i,-10,i,0.44,-0.33,-0.17,0.61,-16%,14%,2.8,3.5,2.3,-0.13,1288
O=C1Nc2ccccc2/C1=C/c1cnc[nH]1,x,x,45%,i,-2,i,0.56,0.29,-0.061,-0.14,41%,-24%,5.4,3.3,16,x,x
Cc1ccc(NC(=O)CSc2nnc([C@@H](N)Cc3c[nH]c4ccccc34)o2)c(C)c1,0.9,1413,14%,i,-7,i,-0.57,-0.16,-0.28,0.79,11%,20%,3.0,2.8,1.7,1.1,1549
CC(=NCCc1ccccc1)c1c(O)[nH]c(=O)[nH]c1=O,-0.3,1252,0%,x,x,i,1.8,-0.11,1.5,-2.5,6%,4%,x,x,x,-0.9,999
N#Cc1ccc(NC(=O)CN2CCCC2)cc1Cl,-2.6,1184,8%,i,-6,i,-1.1,-0.26,-0.67,0.69,-20%,6%,2.7,2.8,5.6,0.13,1333
CCOC(=O)/C=C/C(=O)Nc1ccc(S(=O)(=O)N(C)c2ccccc2)cc1,-0.7,1073,3%,i,0,i,-1.4,1.2,-0.67,-0.45,4.4µM*,x,3.5,2.8,11,0.16,1138
CCC(NC(=O)OC(C)(C)C)C(=O)Oc1cc(C)cc2oc(=O)c3c(c12)CCC3 (centres undefined),-0.2,1352,7%,i,1,i,-0.59,-0.28,-0.99,0.31,-4%,14%,3.0,2.0,4.1,-0.19,1344
CCOC(=O)c1c(C)n(CC(O)CN2CCOCC2)c2cc(Br)c(OC)cc12 (centres undefined),-0.7,1094,6%,i,-12,i,-0.6,-0.3,-0.3,0.09,4%,7%,2.3,2.4,9.1,0.19,969
CC(C)c1ccc(-n2c(O)c(/C=N/NC(=O)c3ccccc3O)c(=O)[nH]c2=S)cc1,0.9,1317,37%,x,x,i,0.74,-0.26,0.33,0.12,3%,-15%,x,x,x,0.33,1100
Cc1nc2ccccc2c(=O)n1-c1ccc(Br)cn1,-3.6,1199,4%,x,x,i,-0.75,-0.29,-0.37,1.1,-11%,4%,x,x,x,-0.39,1362
C/C=C1/CN2C3CC1C(CO)(C(=O)OC)C2Cc1c3n(C)c2ccccc12 (centres undefined),-0.4,1118,1%,x,x,i,-0.97,-0.77,-0.27,0.19,4%,12%,x,x,x,-0.31,1015
CN1CCN2c3ccccc3CC3(C(=O)N(C)C(=O)N(C)C3=O)C2C1 (centres undefined),0.1,1322,7%,x,x,i,0.052,-0.25,-0.19,-0.42,-12%,2%,x,x,x,-0.02,1437
CS(=O)(=O)NCc1nnc2n1-c1ccc(Cl)cc1C(c1ccccc1)=NC2,1.5,479,6%,i,3,i,-0.085,-0.3,-0.13,0.34,-12%,0%,2.6,4.1,8.0,0.82,1175
C/C(=N\N=C(N)N)c1ccccc1,-0.2,1270,5%,x,x,i,0.25,-0.22,0.52,0.34,-2%,14%,x,x,x,-0.06,1031
CN(C)c1ccc(C=C(C#N)C#N)cc1,-1.7,1025,2%,i,1,i,-0.94,0.47,-0.55,0.16,-36%,-2%,1.5,2.3,3.7,0.14,1516
CC(=NCC1CCCO1)c1c(O)n(-c2ccccc2)c(=O)[nH]c1=O (centres undefined),-0.8,1187,1%,i,35,i,-0.4,-0.15,-0.36,0.32,14%,19%,2.0,1.3,6.6,x,x
O=C(Cn1nc(-c2ccc(Cl)cc2)ccc1=O)N1CCC2(CC1)OCCO2,0.1,1064,1%,i,-28,i,-0.5,-0.19,-0.26,0.55,-21%,7%,1.8,2.6,10,0.21,1331
CCCC(C)n1[nH]c(=O)c2c1NC(=O)CSC2c1ccc(OC)cc1 (centres undefined),0.1,1182,12%,i,-6,i,1,-0.12,0.7,-0.77,-4%,-6%,1.5,1.6,9.5,-0.37,931
CC12CN3CCN(C1)CC(C)(C3)C2=NN,-0.1,1363,4%,x,x,i,-0.38,-0.23,-0.092,0.0033,2%,8%,x,x,x,-0.45,1204
O=C(Nc1ccccc1)N1CCC2(CC1)OCCO2,-1.9,1128,1%,i,27,i,1.5,-0.099,1.4,-1.3,7%,25%,2.9,1.5,11,0.45,1605
c1ccc2sc(N3CCNCC3)nc2c1,0.5,1452,-5%,i,-6,i,0.63,-0.22,0.18,-0.26,-42%,-8%,5.1,2.3,11,-0.44,1456
Cc1ccccc1C(=O)NC(Oc1ccccc1)C(Cl)(Cl)Cl (centres undefined),-0.6,980,-1%,i,16,i,-0.68,-0.21,0.51,-0.0054,1%,4%,2.7,2.7,6.1,-0.31,2142
OCC[n+]1c2ccccc2nc2ccc(N3CCOCC3)cc21,-1.9,1298,4%,x,x,i,0.42,-0.17,-0.19,0.28,2%,8%,x,x,x,1,1092
Cc1c(NC(NC(=O)CF)C(Cl)(Cl)Cl)c(=O)n(-c2ccccc2)n1C (centres undefined),-0.7,1090,-10%,i,8,i,-0.69,-0.16,-0.31,0.24,-30%,11%,2.8,2.6,7.4,-0.12,1158
CC1=CC(=C2C(=O)NC(=O)NC2=O)C=C(C(F)(F)F)N1C(C)C,-2.5,986,18%,i,0,i,-0.11,-0.081,0.077,0.53,4%,-1%,1.9,3.5,6.4,0.34,1122
C=CCn1c(O)c(C(C)=NCCCN(C)C)c(=O)[nH]c1=O,1.4,1254,-3%,x,x,i,0.18,-0.12,0.51,0.048,5%,24%,x,x,x,x,x
CCCC(=O)OCC[N+](C)(C)C,-4.2,635,-14%,i,-3,i,-0.36,-0.27,0.0036,1,-37%,2%,2.3,2.7,1.2,x,x
Cc1cccc(OP(=O)(Oc2cccc(C)c2)OC(c2ccccc2)C(F)(F)F)c1 (centres undefined),-3.4,554,1%,i,1,i,-0.072,-0.25,0.9,0.016,-22%,-5%,2.3,3.0,11,0.15,1127

# An excerpt; count on the stated rates, not on these rows.
